Compound activity deposited in PubChem BioAssay by National Center for Advancing Translational Sciences (NCATS).
Shiga toxin inh – blocks Shiga toxin action in Vero cells; inhibition, % at 38.7 µM; AID 2315; Vero cells, Shiga toxin protein synthesis inhibition reporter; 290,000 tested, 9.2% active; in the data active means inhibition mostly above about 28%, no sharp cut-off; inactive means mostly below about 43%; further: 0% is about no effect
CHX counter – counter-screen hit for Shiga toxin inhibitors, cycloheximide; cell reporter, cycloheximide protein synthesis inhibition counterscreen; max response, %; 300,000 tested, 12% active; in the data active means max response mostly above about 13%, no sharp cut-off; inactive means mostly below about 14%; further: read at 38.3 µM for the half of the compounds with a filed dose; 0% is about no effect
* hit, by the source's call; i = inactive; & = joins results of further samples. A portion of the library (hit frequency here may not be typical).

mol	Shiga toxin inh	CHX counter
O=C(Nc1cccc(C(F)(F)F)c1)Nc1cc(Cl)ccc1C(=O)O	4	9
O[C@@H]1[C@@H]2O[P@@](O)(=S)OC[C@H]2O[C@H]1n1cnc2cc(Cl)c(Cl)cc21	-5	-4
C[C@@H]1C(=O)OC2C[C@@]34[C@H]5C[C@@H](C(C)(C)C)[C@@]36C(O)C(=O)O[C@H]6O[C@@]4(C(=O)O5)[C@]21O (stereo partly drawn)	7	4
C[C@H]1COC(=O)O1	16	-4
CC(C)=CCC/C(C)=C/COc1c2ccoc2cc2oc(=O)ccc12	13	14
CC(=O)Nc1c(N)[nH]c(=O)n(C)c1=O	-8	-5
CSCC[C@H](NC(=O)[C@H](Cc1ccccc1)NC(=O)[C@H](Cc1cnc[nH]1)NC(=O)CNC(=O)[C@@H](NC(=O)[C@H](C)NC(=O)[C@H](Cc1c[nH]c2ccccc12)NC(=O)[C@H](CC(C)C)NC(=O)[C@H](CC(N)=O)NC(=O)CN)[C@@H](C)O)C(N)=O	-4	-6
COc1ccc(C2=Nn3c(nnc3-c3ccccc3C)SC2)cc1OC	2	-3
O=S(=O)(NCCc1cn(S(=O)(=O)c2ccccc2)c2ccccc12)c1ccccc1	-2	-4
Cc1cc(OC(=O)N(C)C)nn1C(=O)N(C)C	-5	-7
NCCNS(=O)(=O)c1ccc(Cl)c2ccncc12	-3	-2
CCOC(=O)N1C(C)CN(/[N+]([O-])=N/Oc2ccc([N+](=O)[O-])cc2[N+](=O)[O-])CC1C (stereo not drawn)	32	7
COCCn1cnc2c1-c1ccc(OC)c(c1)OC/C=C\COc1cccc-2c1	-6	16
c1ccc(-c2n[nH]c3c2oc2ccccc23)cc1	72*	53*
CCCC[C@H](NC(=O)[C@H](CC(C)C)NC(=O)[C@@H](Cc1c[nH]c2ccccc12)NC(=O)[C@H](Cc1ccccc1)NC(=O)[C@@H](Cc1c[nH]c2ccccc12)NC(=O)[C@H](CC(N)=O)NC(=O)[C@@H](Cc1c(Cl)cccc1Cl)NC(=O)[C@@H]1CCCN1C(=O)[C@H](Cc1ccccn1)NC(=O)[C@@H]1CCCN1C(=O)[C@H](N)CCCCNC(=O)c1cccnc1)C(N)=O	-3	-8
Nc1ncnc2n[nH]c(Nc3ccc(F)cc3)c12	-12	-6
COC(=O)C(CC(C)C)NS(=O)(=O)c1cc(Br)ccc1Br (stereo not drawn)	41	-8
COc1ccc(OC)c(-c2nnc3n2N=C(c2c(OC)cccc2OC)CS3)c1	-5	1
COc1cccc2c1OC(=O)CC2c1ccccc1C (stereo not drawn)	i	-5
Cc1cc(C)c2c(-c3ccc(-c4ccc(C(F)(F)F)cc4)cc3)cc(=O)oc2c1	i	16
CC[C@H](C)[C@H](NC(=O)CNC(=O)[C@@H](NC(=O)[C@@H](NC(=O)[C@H](Cc1ccc(O)cc1)NC(=O)[C@H](CC(C)C)NC(=O)[C@H](C)NC(=O)[C@H](CCC(N)=O)NC(=O)CNC(=O)[C@@H]1CCCN1C(=O)CNC(=O)[C@H](Cc1ccccc1)NC(=O)[C@H](Cc1cnc[nH]1)NC(=O)[C@@H](NC(=O)CNC(=O)[C@H](CCCNC(=N)N)NC(=O)[C@H](CCCNC(=N)N)NC(=O)[C@@H](NC(=O)[C@H](CC(N)=O)NC(=O)[C@@H](N)CS)[C@@H](C)O)[C@@H](C)CC)[C@@H](C)O)[C@@H](C)O)C(=O)O	-4	-8
COC(=O)C1=C[C@@H](C(=O)OC)[C@@H]2C3=C(C(=O)C2(C)C)[C@H](c2ccccc2)[C@@H]2C(=O)N(c4ccccc4)C(=O)[C@@H]2[C@@H]3C1	-9	-3
O=C(Cc1ccccc1Nc1c(Cl)cccc1Cl)OCO/N=[N+](\[O-])N1CCCC1	19	11
COC(=O)c1ccccc1NC(=O)c1ccc(C#N)cc1	8	14

Arranged by heavy-atom count (lowest first): 3 of the compounds above.
mol	Shiga toxin inh	CHX counter
c1ccc(-c2n[nH]c3c2oc2ccccc23)cc1	72*	53*
COC(=O)C(CC(C)C)NS(=O)(=O)c1cc(Br)ccc1Br (stereo not drawn)	41	-8
COCCn1cnc2c1-c1ccc(OC)c(c1)OC/C=C\COc1cccc-2c1	-6	16

Continued:
mol	Shiga toxin inh	CHX counter
O=C1C2C(c3ccccc3)CC=CC2C(c2ccoc2)N1Cc1ccccc1 (stereo not drawn)	-1	0
CCCC[C@@H](C=O)NC(=O)[C@H](CC(C)C)NC(=O)[C@H](CC(C)C)NC(C)=O	77*	42*
CCCCCCCCCCCCC/C=C/[C@@H](O)[C@@H](N)COP(=O)(O)O	2	-1
COc1ccc(C(OCCN2CCC[C@H](C(=O)O)C2)(c2ccc(OC)cc2)c2ccc(OC)cc2)cc1	3	-6
CC[C@H](C)[C@H](NC(=O)[C@H](CCCNC(=N)N)NC(=O)[C@@H](NC(=O)[C@H](CCCNC(=N)N)NC(=O)[C@H](CCCCN)NC(=O)[C@H](CCCNC(=N)N)NC(=O)[C@@H](NC(=O)[C@H](CC(N)=O)NC(=O)[C@@H](N)CS)[C@@H](C)O)[C@@H](C)CC)C(=O)N[C@@H](CCC(N)=O)C(=O)N[C@@H](CCCNC(=N)N)C(=O)NCC(=O)N1CCC[C@H]1C(=O)NCC(=O)N[C@@H](CCCNC(=N)N)C(=O)N[C@@H](C)C(=O)N[C@@H](Cc1ccccc1)C(=O)N[C@H](C(=O)N[C@H](C(=O)N[C@H](C(=O)NCC(=O)N[C@@H](CCCCN)C(=O)O)[C@@H](C)CC)[C@@H](C)O)C(C)C	-1	9
CC(=O)OCC(NC(=O)C(C)NC(=O)OC(C)(C)C)C1OC(n2cc(C)c(=O)[nH]c2=O)C(OC(C)=O)C1OC(C)=O (stereo not drawn)	-9	8
Cc1ncc2n1-c1ccc(Cl)cc1C(c1ccccc1F)=NC2O (stereo not drawn)	3	-3
Nc1ncnc2c1nc(Br)n2[C@@H]1O[C@H]2COP(=O)(O)O[C@@H]2[C@@H]1O	-6	-3
Cc1ccc(CC2(O)CCN(CCOc3ccc(O)cc3)CC2)cc1	-6	4
O=C1CCC[C@H]2[C@@H]3CCCN4CCC[C@H](CN12)[C@H]34	-1	-1
C=C1c2ccccc2O[C@H](C(=O)OCC)C1OC (mixture of isomers)	i	-1
O=C(O)c1ccccc1Nc1cc(Cl)cc(Cl)c1	-1	-2
CCCC[C@@H]1CCCO[C@@](C(=O)NCCOC)(C(F)(F)F)C1	-11	-6
ClCC1C(CCl)C2(Cl)C(Cl)=C(Cl)C1(Cl)C2(Cl)Cl (stereo not drawn)	-2	-1
C[N+]1(C)CCC[C@H]1C(=O)[O-]	-5	-4
COc1ccc(C2C3C=CCC(c4cccc(-c5ccc(N(C)C)cc5)c4)C3C(=O)N2Cc2ccccc2)cc1Cl (stereo not drawn)	22	22
c1ccc([Se]c2c(-c3ccccc3)[se]c3ccccc23)cc1	i	17
Cc1cc2c(c(C)c1Cl)C(c1ccc3c(c1)OCO3)CC(O)(c1ccccc1)O2 (stereo not drawn)	-3	-1
CC[C@@]1(c2ccccc2)NC(=O)NC1=O	11	6
O=S(=O)(c1ccc(Cl)cc1)N1CCN(c2nc(-c3cccc(Br)c3)nc3ccccc23)CC1	-8	-4
CSc1nc(NC2CCCC2)c([N+](=O)[O-])c(NC2CCCC2)n1	13	7
Cc1ccc([N+](=O)[O-])cc1S(=O)(=O)N(C)C	-1	-1
CN1C2CC(=O)CC1C(O)C2 (stereo not drawn)	-9	4
CC(C)(O)c1[se]c2ccccc2c1I	i	2
Cc1cc2c(s1)c1cnn(Cc3ccccc3F)c(=O)c1n2Cc1ccccc1F	7	15
Cc1noc(C)c1-c1ccc2ncnc(NCc3ccc(Br)cc3)c2c1	28	27
CCOC(=O)Cn1c(=O)sc2cccc(Cl)c21	-14	-2
CCCOCCN(C(=O)CCl)c1c(CC)cccc1CC	-5	1
O=C(O)c1ccc(/C=C2/SC(=S)N(c3cccc(C(F)(F)F)c3)C2=O)cc1	-1	-7
NCCCCCCNc1nc2c(N)ncnc2n1[C@@H]1O[C@@H]2COP(=O)(O)O[C@H]2[C@H]1O	-7	10
O=c1[nH]c2ccc(S(=O)(=O)N3CCN(S(=O)(=O)c4ccc5c(c4)OCCO5)CC3)cc2[nH]c1=O	-4	-7
COc1ccc(C2/C=C\CN(CC3CC3)C(Cc3ccccc3)C(=O)N2Cc2ccc(F)cc2)cc1 (stereo not drawn)	-3	16
C#CC(C)OC(=O)Nc1cccc(Cl)c1 (stereo not drawn)	41*	32*
CC(C)[C@H](NC(=O)[C@H](CCC(N)=O)NC(=O)CNC(=O)[C@@H]1CCCN1C(=O)[C@H](Cc1ccc(O)cc1)NC(=O)CN)C(=O)O	7	-3
COc1ccc(CCN2CCC[C@H](CN3CCc4cc(OC)c(OC)cc4CC3=O)C2)cc1OC	-7	-4
Cc1ccc2nc3sc(=O)sc3nc2c1	14	6
O=C(O)c1ccccc1OS(=O)(=O)O	-3	0
CSC(=S)NCc1c[nH]c2ccccc12	-3&-5	5&3
O=C(Nc1ccc2nc(-c3ccco3)c(-c3ccco3)nc2c1)N1CCCC1	62*	30*
C=C1c2ccccc2O[C@H](C(=O)OCC)[C@@H]1C1CCCCC1 (tested in a mixture with another compound)	i	7
COC(=O)[C@H](CC(C)C)NC(=O)c1ccc(NC[C@@H](N)CS)cc1-c1cccc2ccccc12	-4	4
Cc1ccc(NC(=O)N(C)C)cc1Cl	14	11*
COc1cc(C(=O)O[C@@H]2CC3CC[C@]2(C)C3(C)C)ccc1O	29*	23
CC[C@H](C)[C@H](N)C(=O)N[C@H]1CCC(=O)NCC(C(=O)N[C@@H](Cc2ccc(O)cc2)C(=O)N[C@@H](CCCNC(=N)N)C(=O)N[C@@H](CC(C)C)C(=O)N[C@@H](CCCNC(=N)N)C(=O)N[C@@H](Cc2ccc(O)cc2)C(N)=O)NC(=O)[C@@H]2CCCN2C(=O)[C@@H](NC(=O)[C@@H](N)[C@@H](C)CC)CCC(=O)NCC(C(=O)N[C@@H](Cc2ccc(O)cc2)C(=O)N[C@@H](CCCNC(=N)N)C(=O)N[C@@H](CC(C)C)C(=O)N[C@@H](CCCNC(=N)N)C(=O)N[C@@H](Cc2ccc(O)cc2)C(N)=O)NC(=O)[C@@H]2CCCN2C1=O (stereo partly drawn)	11	-10
COc1ccc(Cn2ncc3c4sc(C)cc4n(C)c3c2=O)cc1F	14	4
COc1ccc([C@H]2OCC3C2CO[C@@H]3c2ccc(OC)c(OC)c2)cc1OC (stereo partly drawn)	-15	-2
CC(C)(C)OC(=O)NC(Cc1ccccc1)C(=O)NC1COC2CC(n3ccc(=O)[nH]c3=O)OC12 (stereo not drawn)	6	-5
O=C(O)c1ccc(O)cc1	-8	-3

16 entries from above, with two lines to a compound.
Below each compound: Shiga toxin inh	CHX counter
- C#CC(C)OC(=O)Nc1cccc(Cl)c1 (stereo not drawn)
 : 41*	32*
- CC(C)[C@H](NC(=O)[C@H](CCC(N)=O)NC(=O)CNC(=O)[C@@H]1CCCN1C(=O)[C@H](Cc1ccc(O)cc1)NC(=O)CN)C(=O)O
 : 7	-3
- COc1ccc(CCN2CCC[C@H](CN3CCc4cc(OC)c(OC)cc4CC3=O)C2)cc1OC
 : -7	-4
- Cc1ccc2nc3sc(=O)sc3nc2c1
 : 14	6
- O=C(O)c1ccccc1OS(=O)(=O)O
 : -3	0
- CSC(=S)NCc1c[nH]c2ccccc12
 : -3&-5	5&3
- O=C(Nc1ccc2nc(-c3ccco3)c(-c3ccco3)nc2c1)N1CCCC1
 : 62*	30*
- C=C1c2ccccc2O[C@H](C(=O)OCC)[C@@H]1C1CCCCC1 (tested in a mixture with another compound)
 : i	7
- COC(=O)[C@H](CC(C)C)NC(=O)c1ccc(NC[C@@H](N)CS)cc1-c1cccc2ccccc12
 : -4	4
- Cc1ccc(NC(=O)N(C)C)cc1Cl
 : 14	11*
- COc1cc(C(=O)O[C@@H]2CC3CC[C@]2(C)C3(C)C)ccc1O
 : 29*	23
- CC[C@H](C)[C@H](N)C(=O)N[C@H]1CCC(=O)NCC(C(=O)N[C@@H](Cc2ccc(O)cc2)C(=O)N[C@@H](CCCNC(=N)N)C(=O)N[C@@H](CC(C)C)C(=O)N[C@@H](CCCNC(=N)N)C(=O)N[C@@H](Cc2ccc(O)cc2)C(N)=O)NC(=O)[C@@H]2CCCN2C(=O)[C@@H](NC(=O)[C@@H](N)[C@@H](C)CC)CCC(=O)NCC(C(=O)N[C@@H](Cc2ccc(O)cc2)C(=O)N[C@@H](CCCNC(=N)N)C(=O)N[C@@H](CC(C)C)C(=O)N[C@@H](CCCNC(=N)N)C(=O)N[C@@H](Cc2ccc(O)cc2)C(N)=O)NC(=O)[C@@H]2CCCN2C1=O (stereo partly drawn)
 : 11	-10
- COc1ccc(Cn2ncc3c4sc(C)cc4n(C)c3c2=O)cc1F
 : 14	4
- COc1ccc([C@H]2OCC3C2CO[C@@H]3c2ccc(OC)c(OC)c2)cc1OC (stereo partly drawn)
 : -15	-2
- CC(C)(C)OC(=O)NC(Cc1ccccc1)C(=O)NC1COC2CC(n3ccc(=O)[nH]c3=O)OC12 (stereo not drawn)
 : 6	-5
- O=C(O)c1ccc(O)cc1
 : -8	-3
